# LYP inhibition = PTPN22 lymphoid phosphatase activity blockers – biochemical, fluorescence intensity, uHTS (AID 1779). recombinant LYP phosphatase, fluorescence intensity; higher % means a stronger effect. inhibition, % at 11.5 µM; hits with a dose series show IC50 in µM. 290,000 compounds, 0.054% hits;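 also: plate controls were vehicle with enzyme for no effect and no enzyme for full effect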
# M17LAP inhibition = P. falciparum M17LAP inhibitors, primary screen, biochemical, fluorogenic H-Leu-NHMec substrate, 1536-well (AID 1619); recombinant M17LAP, H-Leu-NHMec fluorogenic kinetic assay; higher % means a stronger effect; inhibition, % at 30 µM; hits with a dose series show IC50 in µM; 220,000 compounds, 0.38% hits;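 active = compound inhibiting the enzyme by more than half at any dose during confirmatory dose-response retesting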;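 also: plate controls were full reaction with DMSO carrier for no effect and no enzyme background for full effect; strong numbers were not always called active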
# M1AAP inhibition = malaria alanyl aminopeptidase activity blockers – biochemical, fluorogenic H-Leu-NHMec substrate, 1536-well (AID 1445) | one-dose inhibition, % at 30 µM; IC50 in µM for titrated hits | recombinant M1AAP, H-Leu-NHMec fluorogenic kinetic assay; higher % means a stronger effect | 220,000 compounds, 0.42% hits;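 active = primary inhibition above the hit cutoff, then over 50% inhibition at one or more dose response concentrations, cut at about 23% in these data, passing the limit was not always enough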;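 also: plate controls were DMSO full reaction for no effect and no enzyme background for full effect; strong numbers were not always called active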
# TNAP activators = human TNAP enzyme activators, primary screen, biochemical, luminescent, no phosphate acceptor, uHTS (AID 1001); purified TNAP, luminescent activation assay, no phosphate acceptor; higher activation fold means a stronger effect; activation fold at 20 µM, or EC50 in µM where a hit was titrated; 200,000 compounds, 0.03% hits; in the data active = activation fold from about 3, or a potency from the dose series; inactive = the rest, 99 in 100 with activation fold below about 1.6; also: many of its hits are not listed in these tables
# XIAP displacement = XIAP antagonists, biochemical, IAP family, fluorescence polarization (AID 1018); XIAP BIR domain, fluorescence polarization peptide displacement; higher % means a stronger effect; 200,000 compounds, 0.007% hits; one-dose displacement, % at 20 µM; IC50 in µM for titrated hits; in the data active = displacement above about 50%; also: a part of the inactive calls stands beside numbers as strong as those of hits
# human PMI inhibitors = human PMI inhibitors, high substrate, primary screen, biochemical, fluorescence intensity, high mannose 6-phosphate (AID 1220); 190,000 compounds, 0.66% hits; one-dose inhibition, % at 20 µM; IC50 in µM for titrated hits; recombinant PMI enzyme, coupled fluorescence intensity; higher % means a stronger effect
# Yfh1-depleted yeast = enhancers of respiration in Yfh1-depleted yeast, dose response, Friedreich's ataxia, plus single-dose screen (AID 1465) | 220,000 compounds, 0.074% hits | S. cerevisiae Yfh1-off respiration, WST-1 reduction, 72 h; higher fold induction means a stronger effect | fold induction at 50 µM; hits with a dose series show EC50 in µM;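 active = fold induction of absorbance versus untreated yeast above a set limit, then at least 30% activation at any dose in follow-up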;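 also: activators that raise dye reduction in frataxin-depleted yeast; strong numbers were not always called active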
# human PMI inhibition = MPI enzyme activity inhibition – biochemical, fluorescence intensity, coupled assay, primary screen (AID 1209); purified PMI enzyme, coupled fluorescence intensity; higher % means a stronger effect; inhibition, % at 20 µM, or IC50 in µM where a hit was titrated; 190,000 compounds, 0.42% hits;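 also: plate controls were DMSO vehicle for no effect and wells lacking substrate for full effect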
# WT yeast gro inh = growth inhibition of WT yeast, mitochondrial fusion screen; 190,000 compounds, 2.1% hits; AID 1362; inhibition, % at 10 µM; mitochondrial fusion phenotypic screen, WT strain; in the data active = inhibition above about 58%; tested in S. cerevisiae
# WT yeast gro inh mutant strain = second read-out of WT yeast gro inh, no call of its own (marks repeat the call); inhibition, %; mitochondrial fusion phenotypic screen, mutant strain inhibition
# * hit, by the source's call; i = inactive; x = no result given. Rule as the data show it, unless noted: active = inhibition above about 50%; inactive = the rest.
SMILES,LYP inhibition,M17LAP inhibition,M1AAP inhibition,TNAP activators,XIAP displacement,human PMI inhibitors,Yfh1-depleted yeast,human PMI inhibition,WT yeast gro inh,WT yeast gro inh mutant strain
CCCC(=O)C1=C(O)C(C(=O)OC)C(C)(C)CC1=NC(C)(C)C (stereo not given),-9%,-4%,3%,1.1,0.1%,-9%,i,-5%,-1,14
O=[N+]([O-])c1ccc(COc2ncnc3ccccc23)cc1,0%,21%,3%,1,0.5%,10%,i,1%,-8,-13
C=CCNC(=S)NNC(=O)c1cccc2ccccc12,-4%,-2%,-8%,1.1,-4.8%,-3%,i,3%,0,6
CCOC(=O)CNS(=O)(=O)c1ccc2c3c(cccc13)C(=O)N2CC,-4%,-29%,8%,1.2,-2.4%,13%,i,1%,-5,10
CCOC(=O)/C(C#N)=C/c1cccc([N+](=O)[O-])c1,-6%,2%,2%,x,x,x,i,x,x,x
C=C(C)COc1ccc(-c2nc(N)ncc2Oc2ccccc2OC)c(O)c1,4%,-2%,11%,1.1,4.0%,22%,i,19%,-8,-9
CC(C)CCNc1ncnc2c1nnn2Cc1ccccc1Cl,-4%,-7%,-2%,1.1,-5.9%,8%,i,1%,0,12
COC(=O)c1c(-c2ccccc2)noc1C,-6%,-11%,-3%,1.1,-0.5%,-4%,i,2%,2,-10
CC(C)(Oc1ccc(CCNC(=O)c2ccc(-c3ccc(Cl)cc3)o2)cc1)C(=O)O,0%,28%,12%,1,-11%,2%,i,4%,22,14
O=C(CN1C(=O)c2ccccc2S1(=O)=O)N1CCN(Cc2ccc3c(c2)OCO3)CC1,-6%,11%,2%,1.1,-8.2%,4%,i,14%,4,-14
O=C(Nc1cccc2ccccc12)/C(=C/c1ccc([N+](=O)[O-])cc1)NC(=O)c1ccccc1,8%,4%,5%,1.1,-2.0%,5%,x,2%,-3,1
Cn1c(SCC(=O)NC(C)(C)C)nnc1-c1ccc(C(C)(C)C)cc1,-1%,4%,-1%,1,-3.9%,-6%,i,-6%,10,-6
COC(=O)c1ccc(NC2=C(Cl)C(=O)OC2OC(=O)c2ccccc2)cc1 (stereo not given),0%,1%,11%,1.1,-4.9%,4%,i,4%,-12,32
O=C(NCCCn1ccnc1)c1ccncc1,-7%,3%,5%,1,-7.8%,1%,i,11%,0,7
COc1ccc(/C=N/NS(=O)(=O)c2ccccc2)cc1OS(=O)(=O)c1ccccc1,-5%,3%,10%,1.1,-7.6%,1%,i,8%,10,17
COc1ccc(/C=N/NC(=O)CSCc2ccc([N+](=O)[O-])cc2)cc1OC,-9%,3%,2%,1,-6.0%,-20%,i,-26%,-9,10
N/C(Cc1cccs1)=N\OC(=O)COc1ccccc1,-10%,-10%,8%,1,-6.1%,-5%,i,-5%,13,6
Cn1c(C(O)c2ccc3c(c2)OCO3)nc2ccccc21 (stereo not given),-2%,9%,-7%,1.1,-5.2%,13%,i,14%,-4,1
CCn1nc(C(=O)OCC(=O)N2CCc3ccccc32)c2ccccc2c1=O,-1%,9%,8%,1.1,-4.7%,8%,i,10%,-6,-1
COc1ccc(-c2nnn(CC(=O)N(CCN3CCOCC3)C(C(=O)NC3CCCCC3)c3ccco3)n2)cc1 (stereo not given),-6%,x,x,1.2,-5.7%,2%,i,5%,-2,-2
C[C@]1(C(=O)NCCN2CCOCC2)C=C[C@@H](Cc2ccccc2)N1C(=O)c1ccccc1,-7%,-3%,14%,1.1,-10%,-1%,i,-4%,-2,-11
c1ccc(-c2noc(-c3ccco3)n2)nc1,-6%,5%,2%,1.1,1.1%,11%,i,11%,18,12
COc1cccc(-c2cc(C(F)(F)F)nc(-n3cccn3)n2)c1,1%,2%,2%,1.1,-5.6%,-1%,i,3%,2,16
CCOC(=O)C1=C2c3ccc4ccccc4c3CC(C)(C)N2C(=O)C1=O,-3%,3%,0%,1.1,-5.6%,28%,i,14%,50,15
COc1ccc(N(C)C(=S)Nc2ccc3nc(C)c(C)nc3c2)cc1,-9%,1%,0%,1.1,-2.8%,x,i,54%*,-9,0
CCC(C)[C@H]1CN=C(N)N1CCCc1cc(OC)c(OC)c(OC)c1 (stereo not given in full),-6%,-8%,1%,x,x,x,i,x,x,x
CC(C)Nc1nc(-c2ccccc2)nnc1-c1ccccc1,-1%,5%,3%,1.1,-1.4%,9%,i,9%,16,25
CCOC(=O)C(CSCC(=O)c1ccc(Cl)cc1)NC(=O)OC(C)(C)C (stereo not given),-4%,26%,9%,1.2,-3.8%,10%,i,10%,-6,-12
CSc1nc(-c2ccccc2)nc(NC(C)=O)c1C(C)=O,-4%,-2%,2%,1,-4.9%,-6%,i,-4%,0,7
O=C(Nc1ccc2c(c1)C(=O)NC2=O)c1ccc2ncsc2c1,-4%,2%,5%,1.1,-9.0%,-5%,i,-8%,4,0
CCOC(=O)C1=NN(c2ccccc2)C2C(=O)N(c3ccccc3OC)C(=O)C12 (stereo not given),-3%,-4%,8%,x,x,x,i,x,x,x
O=C(NCCCn1ccnc1)c1cccnc1,-2%,1%,-2%,1.1,2.6%,5%,i,3%,12,3
CC(=O)c1c(N2CCN(CCO)CC2)nc(=S)n(-c2ccccc2)c1C,-9%,1%,7%,1,-5.9%,-4%,i,-3%,8,3
CCC(C)C(NC(=O)c1ccccc1NC(=O)c1ccc(C)cc1)C(=O)O (stereo not given),-2%,-3%,8%,1.1,-3.9%,-6%,i,-16%,-2,-1
COc1cc(/C=C(\C#N)c2ccccn2)cc(OC)c1O,0%,38%,13%,x,x,x,i,x,x,x
Cc1nccn1CC(=O)N/N=C/c1c[nH]c2ccccc12,-4%,0%,-1%,x,x,x,i,x,x,x
CC1=C(C(=O)OCC2CCCO2)C(c2ccc(C)o2)C2=C(CC(c3ccc(N(C)C)cc3)CC2=O)N1 (stereo not given),4%,1%,5%,1,-1.0%,-16%,i,-1%,-6,-1
CCOC(=O)c1cc(-c2cccs2)[nH]n1,-5%,-5%,4%,x,x,x,i,x,x,x
C=CCOc1c(Cl)cc(CNc2nccs2)cc1OC,-3%,2%,12%,1.1,1.5%,1%,i,3%,11,17
CCCn1nnc(NC(=S)NC(=O)C(C)(C)C)n1,-3%,16%,7%,1,-13%,1%,i,8%,-14,6
CCOC(=O)C(C(=O)OCC)C1CCS(=O)(=O)C1 (stereo not given),-4%,16%,0%,1.1,-8.4%,-8%,x,-5%,11,1
COc1cc(NC(=O)c2cc(C(C)C)on2)cc(OC)c1OC,-6%,11%,6%,1.1,-2.9%,6%,i,2%,7,5
CS(=O)(=O)N(CC(=O)NCC1CCCO1)c1cccc(Cl)c1 (stereo not given),-8%,-1%,3%,1,-1.5%,x,i,x,6,-18
O=C(CC12CC3CC(CC(C3)C1)C2)NCC(=O)OCc1cc(=O)oc2ccc3ccccc3c12,0%,-9%,7%,1.2,0.6%,-3%,i,9%,32,12
COc1ccc(CNC(=O)/C=C/c2ccc(S(=O)(=O)NCc3ccco3)cc2)cc1OC,4%,-7%,-3%,1.1,-1.0%,-4%,i,-4%,-12,11
O=c1c2c(-c3ccc(Cl)cc3)csc2nc2n1CCC2,-4%,-3%,-6%,1.1,-1.2%,2%,i,1%,4,1
Cc1[nH]c(C(=O)N/N=C/c2ccc(C(=O)O)cc2)c(C)c1C(=O)N/N=C/c1ccc(C(=O)O)cc1,3%,46µM*,7%,1.1,-6.4%,3%,i,4%,6,-7
CCOC(=O)CN1C(=N)N(c2nc(NC(C)C)nc(OC)n2)CC1=O,-6%,-1%,5%,x,x,x,i,x,x,x
Cn1cc(C(=O)c2ccc(Cl)cc2Cl)cc1C(=O)N/N=C(\N)COc1ccc(Cl)cc1,2%,-7%,-22%,x,x,x,i,x,x,x
Cc1nn(-c2cc(C)c3ccccc3n2)c2c1C1C(C2)C1(C)C (stereo not given),3%,-6%,0%,1.1,-12%,6%,i,10%,63*,-0.3*
CC(C)CCn1c(CN2CCN(C(=O)c3ccco3)CC2)nc2c1c(=O)n(C)c(=O)n2C,-11%,4%,4%,1.1,1.1%,-6%,i,-6%,9,-6
CCC1=[N+](C)c2cccc3cccc(c23)N1C,-3%,16%,7%,1.1,-5.5%,-8%,i,51%*,59*,41*
COc1ccccc1/C=C(/CC(=O)NCc1ccc2c(c1)OCO2)c1nc2ccccc2s1,11%,-5%,2%,1,-3.3%,12%,i,10%,32,32
O=C(N/N=C/c1ccc(OC(=O)c2ccco2)cc1)c1ccccn1,-2%,-2%,1%,1.1,-2.1%,-4%,i,1%,-11,-7
COc1ccc(-c2[nH]nc3oc(=O)c(CCO)c(C)c23)cc1,2%,26%,5%,0.9,-5.8%,-2%,i,-13%,5,0
O=C(/C=C/c1ccco1)Nc1ccccc1C(=O)Nc1cccc(C(=O)O)c1,-2%,22%,7%,x,x,x,i,x,x,x
C#CCn1c(=NC(=O)c2sc3ccccc3c2Cl)sc2cc(S(N)(=O)=O)ccc21,6%,-163%,9%,1.1,-5.0%,-9%,i,13%,1,-21
O=C(O)CCCn1cc(NC(=O)c2ccc(F)cc2)cn1,4%,-2%,-2%,1.1,-7.8%,1%,i,-5%,6,6
CCOC(=O)NNC1CC(=O)N(c2ccccc2)C1=O (stereo not given),-4%,11%,4%,1.1,-5.3%,8%,i,7%,11,-4
COc1cc(/C=N/n2c(-c3ccccc3)n[nH]c2=S)cc(OC)c1OC,-2%,-7%,5%,x,x,x,i,x,x,x

# Next section.
SMILES,LYP inhibition,M17LAP inhibition,M1AAP inhibition,TNAP activators,XIAP displacement,human PMI inhibitors,Yfh1-depleted yeast,human PMI inhibition,WT yeast gro inh,WT yeast gro inh mutant strain
NS(=O)(=O)c1ccc(Nc2nc(-c3cccc([N+](=O)[O-])c3)cs2)cc1,4%,5%,1%,1.1,-6.6%,-32%,i,-45%,7,5
CC(NC(=O)C12CC3(C)CC(C)(CC(C)(C3)C1)C2)C(=O)O (stereo not given),-5%,-3%,2%,1.1,-1.8%,-3%,i,0%,-6,5
O=C(O)CSc1nnc(CNc2ccc(F)cc2)n1-c1ccccc1,-3%,-3%,3%,x,x,x,i,x,x,x
COc1ccc(CC(=O)N[C@@H](CCSC)c2nc3ccccc3[nH]2)cc1,-1%,2%,3%,1.1,-4.4%,-16%,i,-30%,-7,-6
COc1ccc(/C=C/C(=O)NC(CCSC)C(=O)O)cc1 (stereo not given),-4%,14%,3%,1.1,-0.6%,-11%,i,-11%,-7,-13

# Reprinted from the entries so far for reference:
SMILES,LYP inhibition,M17LAP inhibition,M1AAP inhibition,TNAP activators,XIAP displacement,human PMI inhibitors,Yfh1-depleted yeast,human PMI inhibition,WT yeast gro inh,WT yeast gro inh mutant strain
NS(=O)(=O)c1ccc(Nc2nc(-c3cccc([N+](=O)[O-])c3)cs2)cc1,4%,5%,1%,1.1,-6.6%,-32%,i,-45%,7,5
CC(NC(=O)C12CC3(C)CC(C)(CC(C)(C3)C1)C2)C(=O)O (stereo not given),-5%,-3%,2%,1.1,-1.8%,-3%,i,0%,-6,5
O=C(O)CSc1nnc(CNc2ccc(F)cc2)n1-c1ccccc1,-3%,-3%,3%,x,x,x,i,x,x,x
COc1ccc(CC(=O)N[C@@H](CCSC)c2nc3ccccc3[nH]2)cc1,-1%,2%,3%,1.1,-4.4%,-16%,i,-30%,-7,-6
COc1ccc(/C=C/C(=O)NC(CCSC)C(=O)O)cc1 (stereo not given),-4%,14%,3%,1.1,-0.6%,-11%,i,-11%,-7,-13

# Random draw from the library; about 3.7% have a hit in one of these screens.
